From PubChem
Mtb UGM inh = inhibitors of M. tuberculosis UDP-galactopyranose mutase. purified UGM, fluorescence polarization probe displacement. inhibition, % at 10 µM. 320,000 tested, 0.06% active; in the data active = inhibition above about 10%, passing the limit was not always enough
Target sequence (P9WIQ1 whole entry, looked up): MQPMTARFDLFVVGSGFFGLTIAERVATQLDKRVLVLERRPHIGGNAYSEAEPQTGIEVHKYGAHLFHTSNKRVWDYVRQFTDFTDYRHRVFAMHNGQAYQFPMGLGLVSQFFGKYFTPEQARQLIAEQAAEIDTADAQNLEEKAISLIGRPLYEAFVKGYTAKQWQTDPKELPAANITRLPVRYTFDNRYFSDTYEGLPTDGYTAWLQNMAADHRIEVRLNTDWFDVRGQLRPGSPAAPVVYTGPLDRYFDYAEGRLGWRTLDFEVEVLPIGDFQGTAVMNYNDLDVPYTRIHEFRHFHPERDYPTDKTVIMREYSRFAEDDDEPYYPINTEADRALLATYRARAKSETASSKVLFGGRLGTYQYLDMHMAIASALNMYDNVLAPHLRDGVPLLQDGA
PfHsp40 rescue = restores yeast growth despite PfHsp40 toxicity | S. cerevisiae expressing PfHsp40, growth rescue, ATP luminescence | growth rescue, % at 12.5 µM | 340,000 tested, 0.68% active | AID 504582; in the data active = growth rescue above about 28%, passing the limit was not always enough;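 also: yeast W303a lacking pdr1 and pdr3 grown in galactose medium; growth measured after three days at 30 °C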
BioA inh = blocks M. tuberculosis BioA enzyme activity. purified M. tuberculosis BioA enzyme, plate reader. 360,000 tested, 0.096% active. inhibition, % at 9.99 µM; in the data active = inhibition above about 40%
FBA Mtb inh = Mtb fructose-bisphosphate aldolase inhibition; purified M. tuberculosis FBA, fluorescence read-out; AID 588726; 360,000 tested, 2.3% active; P9WQA3; inhibition, % at 1 µM; in the data active = inhibition above about 27%;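 also: 0% = vehicle and 100% = reference inhibitor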
Target sequence (P9WQA3 whole entry, looked up): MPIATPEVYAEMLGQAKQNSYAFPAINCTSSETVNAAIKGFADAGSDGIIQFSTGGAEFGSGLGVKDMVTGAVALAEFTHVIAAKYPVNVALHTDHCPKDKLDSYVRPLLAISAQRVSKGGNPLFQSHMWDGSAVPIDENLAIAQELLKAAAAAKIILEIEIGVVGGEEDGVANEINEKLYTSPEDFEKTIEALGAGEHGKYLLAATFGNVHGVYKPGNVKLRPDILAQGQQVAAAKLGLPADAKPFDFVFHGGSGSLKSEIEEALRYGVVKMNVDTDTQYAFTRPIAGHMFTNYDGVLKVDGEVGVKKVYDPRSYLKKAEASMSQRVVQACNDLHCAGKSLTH
Vc quorum ag = quorum light induction in luxS cqsA deficient V. cholerae. V. cholerae BH1578 lux reporter, luminescence, 6 h. activation, % at 18.7 µM. 350,000 tested, 0.16% active. AID 588436; in the data active = activation mostly above about 9.7%, no sharp cut-off; also: not every result past the cut was called active; inactives centre near 0; reference of the scale not given here
Yp Topo-I inh = Y. pestis Topo-I inhibition via cleavage products; 360,000 tested, 0.064% active; Y. pestis Topo-I cleavage product accumulation, plate reader; activity, % at 10 µM; in the data active = activity above about 50%, passing the limit was not always enough; also: inactives centre near 2
TcdB inh = blocks C. difficile toxin B glycohydrolase activity; P18177; TcdB glycohydrolase enzymatic assay, plate reader; inhibition, % at 9.99 µM; 350,000 tested, 0.24% active; AID 652162; in the data active = inhibition above about 10%
FadD28 FP inh = blocks FadD28 binding to the bisubstrate probe; 360,000 tested, 0.22% active; inhibition, % at 12.5 µM; fluorescence polarization; in the data active = inhibition above about 8.5%, passing the limit was not always enough
GDH-TPI counter = inhibits GDH-TPI coupling enzymes, artifact for Mtb FBA screen. GDH-TPI coupled enzyme counterscreen, NADH absorbance. inhibition, % at 4.8 µM. 360,000 tested, 1.2% active. AID 588335; in the data active = inhibition above about 30%;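 also: 0% = DMSO wells and 100% = wells lacking the enzyme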
Numbers without * were called inactive; i = inactive; . = no result given.

| # | canonical_smiles | Mtb UGM inh | PfHsp40 rescue | BioA inh | FBA Mtb inh | Vc quorum ag |
| --- | --- | --- | --- | --- | --- | --- |
| 1 | CCCCn1c(N)c(N(CCOC)C(=O)c2oc3ccc(Br)cc3c2C)c(=O)[nH]c1=O | . | -0.4 | 1.4 | 2 | i |
| 2 | CC(C)c1ccc(OCCCCN2CCCCC2)cc1 | 1.2 | 0.6 | 0.3 | 98* | i |
| 3 | CS(=O)(=O)N1CCC(C(=O)Nc2ccc(Oc3ccccc3)cc2)CC1 | 0.2 | -0.2 | -0.2 | 4 | -1.0 |
| 4 | Cc1cc(NC(=O)c2ccc3c(c2)C(=O)N(C(C)(C)C)C3=O)no1 | 0.0 | 0.4 | . | -2 | -0.4 |
| 5 | CC(=O)Nc1ccc(NC(=O)C(C)OC(=O)/C(C#N)=C/c2ccc(N(C)C)cc2)cc1 (stereo unspecified) | . | 0.2 | -3.7 | -13 | -4.0 |
| 6 | COC(=O)C1=C(C)N(C2CCCCC2)C(=O)C1 | -2.6 | -1.7 | -0.3 | 4 | 3.2 |
| 7 | Cc1ccc(-n2c(C)cc(/C=C3\NC(=O)NC3=O)c2C)c(C)c1 | -0.6 | 2.3 | -3.3 | 0 | i |
| 8 | Cc1ccccc1OCC(=O)OCC(=O)c1ccc(OC(=O)c2ccccc2)cc1 | 3.4 | 0.5 | -3.6 | 4 | -1.4 |
| 9 | Cc1cccc(OCc2nnc(SCc3nc4ccccc4c(=O)[nH]3)o2)c1 | -0.7 | -0.9 | -1.4 | 3 | -4.5 |
| 10 | COc1ccc(C(=O)CSc2nccn2C)c(OC)c1 | -1.4 | 1.0 | -1.2 | -1 | i |

| # | Yp Topo-I inh | TcdB inh | FadD28 FP inh | GDH-TPI counter |
| --- | --- | --- | --- | --- |
| 1 | 15 | 0.9 | -2.8 | 6 |
| 2 | -1 | 0.7 | -1.6 | -1 |
| 3 | 23 | . | -1.5 | 9 |
| 4 | 1 | 1.3 | -1.3 | 8 |
| 5 | 3 | 0.6 | -1.0 | 10 |
| 6 | 9 | . | -1.7 | 9 |
| 7 | 6 | -4.5 | -0.2 | 16 |
| 8 | -9 | . | 0.1 | 19 |
| 9 | 20 | . | -1.6 | 6 |
| 10 | 5 | 0.7 | . | 7 |

Additional structures follow.
| # | canonical_smiles | Mtb UGM inh | PfHsp40 rescue | BioA inh | FBA Mtb inh | Vc quorum ag |
| --- | --- | --- | --- | --- | --- | --- |
| 11 | Cc1ccc(-n2nc(C)c(Sc3ccccc3[N+](=O)[O-])c2N)cc1 | 0.4 | -1.0 | . | -1 | i |
| 12 | CCn1c2ccccc2c2cc(/C=N/NC(=O)c3ccc(O)cc3)ccc21 | . | -0.3 | . | 15 | i |
| 13 | Cc1cccc(C(=O)NC(C)c2ccc(-n3ccnc3)cc2)c1C (stereo unspecified) | 0.3 | -0.9 | 3.0 | 1 | 0.7 |
| 14 | CCCc1cc(C(=O)N2CCCC(N3CCN(c4ccccc4C)CC3)C2)n(C)n1 (stereo unspecified) | 0.3 | 0.0 | 2.1 | 0 | -0.3 |
| 15 | CCN(C(=O)CN1CCC(C(=O)OC)CC1)c1c(N)n(Cc2ccccc2)c(=O)[nH]c1=O | -0.2 | -1.3 | 0.1 | -2 | -2.6 |
| 16 | CN(CCC#N)C(=S)NC(=O)c1ccc(S(=O)(=O)N2CCOCC2)cc1 | 1.8 | -0.5 | . | -2 | i |
| 17 | COc1ccc([C@H]2C[C@H](O)[C@@H](n3cc(COC(=O)c4ccccc4)nn3)CN2Cc2cccs2)cc1 | . | . | -4.1 | 1 | -0.4 |
| 18 | Cc1ccc([N+](=O)[O-])cc1NC(=O)CN(C1CCCCC1)S(=O)(=O)c1ccc(Cl)cc1 | . | 1.6 | 0.7 | -1 | . |
| 19 | Nc1ccc(C(=O)N/N=C/c2cn(Cc3ccccc3)c3ccccc23)cc1 | -0.3 | -0.4 | -6.8 | 1 | -7.7 |
| 20 | COc1cc(C=O)ccc1OCCOCCOc1cc(C)ccc1Cl | -1.5 | -0.3 | 1.7 | 1 | i |

| # | Yp Topo-I inh | TcdB inh | FadD28 FP inh | GDH-TPI counter |
| --- | --- | --- | --- | --- |
| 11 | -14 | 1.7 | -0.1 | 12 |
| 12 | -1 | 0.8 | 0.1 | 36* |
| 13 | 3 | 0.9 | -9.3 | -3 |
| 14 | 17 | 0.6 | -3.1 | 4 |
| 15 | -6 | 1.0 | -2.1 | -1 |
| 16 | 9 | 0.3 | -1.2 | 6 |
| 17 | 1 | -5.1 | -0.4 | -1 |
| 18 | 12 | . | -2.1 | 19 |
| 19 | -11 | -0.3 | -0.5 | 37* |
| 20 | 27 | . | -2.5 | 5 |

Reformatted in transposed form: entries from further up
[9] Cc1cccc(OCc2nnc(SCc3nc4ccccc4c(=O)[nH]3)o2)c1
[10] COc1ccc(C(=O)CSc2nccn2C)c(OC)c1
[11] Cc1ccc(-n2nc(C)c(Sc3ccccc3[N+](=O)[O-])c2N)cc1
[12] CCn1c2ccccc2c2cc(/C=N/NC(=O)c3ccc(O)cc3)ccc21
[13] Cc1cccc(C(=O)NC(C)c2ccc(-n3ccnc3)cc2)c1C (stereo unspecified)
[14] CCCc1cc(C(=O)N2CCCC(N3CCN(c4ccccc4C)CC3)C2)n(C)n1 (stereo unspecified)
[15] CCN(C(=O)CN1CCC(C(=O)OC)CC1)c1c(N)n(Cc2ccccc2)c(=O)[nH]c1=O
[16] CN(CCC#N)C(=S)NC(=O)c1ccc(S(=O)(=O)N2CCOCC2)cc1
[17] COc1ccc([C@H]2C[C@H](O)[C@@H](n3cc(COC(=O)c4ccccc4)nn3)CN2Cc2cccs2)cc1
[18] Cc1ccc([N+](=O)[O-])cc1NC(=O)CN(C1CCCCC1)S(=O)(=O)c1ccc(Cl)cc1

entry no.	9	10	11	12	13	14	15	16	17	18
Mtb UGM inh	-0.7	-1.4	0.4	.	0.3	0.3	-0.2	1.8	.	.
PfHsp40 rescue	-0.9	1.0	-1.0	-0.3	-0.9	0.0	-1.3	-0.5	.	1.6
BioA inh	-1.4	-1.2	.	.	3.0	2.1	0.1	.	-4.1	0.7
FBA Mtb inh	3	-1	-1	15	1	0	-2	-2	1	-1
Vc quorum ag	-4.5	i	i	i	0.7	-0.3	-2.6	i	-0.4	.
Yp Topo-I inh	20	5	-14	-1	3	17	-6	9	1	12
TcdB inh	.	0.7	1.7	0.8	0.9	0.6	1.0	0.3	-5.1	.
FadD28 FP inh	-1.6	.	-0.1	0.1	-9.3	-3.1	-2.1	-1.2	-0.4	-2.1
GDH-TPI counter	6	7	12	36*	-3	4	-1	6	-1	19

[19] Nc1ccc(C(=O)N/N=C/c2cn(Cc3ccccc3)c3ccccc23)cc1
[20] COc1cc(C=O)ccc1OCCOCCOc1cc(C)ccc1Cl

entry no.	19	20
Mtb UGM inh	-0.3	-1.5
PfHsp40 rescue	-0.4	-0.3
BioA inh	-6.8	1.7
FBA Mtb inh	1	1
Vc quorum ag	-7.7	i
Yp Topo-I inh	-11	27
TcdB inh	-0.3	.
FadD28 FP inh	-0.5	-2.5
GDH-TPI counter	37*	5

(cont.)
| # | canonical_smiles | Mtb UGM inh | PfHsp40 rescue | BioA inh | FBA Mtb inh | Vc quorum ag |
| --- | --- | --- | --- | --- | --- | --- |
| 21 | CC1(c2nnc(-c3cccc(Cl)c3)o2)CC(c2ccccc2)=NO1 (stereo unspecified) | 0.9 | 1.1 | 0.0 | -1 | -0.8 |
| 22 | O=C1C(=O)c2ccccc2C(O)=C1c1cccc([N+](=O)[O-])c1 | -0.9 | -0.7 | 0.1 | -2 | i |
| 23 | CCn1c(SCC(N)=O)nc2c(c1=O)C1(CCCC1)Cc1ccccc1-2 | -2.3 | 6.8 | . | 1 | i |
| 24 | COC(=O)c1ccc(NC(=O)Cn2nc(-c3ccncc3)nc2SCC(=O)Nc2nccs2)cc1 | 1.3 | 1.4 | -3.2 | 1 | 0.9 |
| 25 | COc1cc(C=CC(=O)OCC=Cc2ccc3c(c2)OCO3)cc(OC)c1OC | . | -1.3 | . | 4 | 0.7 |
| 26 | Cc1ccc(C2C=C(c3ccccc3)Nc3nc(N4C(=O)CCC4=O)nn32)cc1 (stereo unspecified) | . | -0.3 | . | 22 | 0.2 |
| 27 | CC(C)N1C(=O)S/C(=C/c2cccnc2)C1=O | -1.0 | 0.4 | 0.0 | 0 | 3.0 |
| 28 | COc1cc(CN(C)C(=O)C2CCN(S(=O)(=O)c3cccs3)CC2)ccc1OC(F)F | . | 0.0 | 0.9 | 2 | i |
| 29 | Cc1cccn2c(=O)c3cc(C#N)c(=N)n(Cc4cccnc4)c3nc12 | . | -0.8 | -1.1 | 4 | 5.0 |

| # | Yp Topo-I inh | TcdB inh | FadD28 FP inh | GDH-TPI counter |
| --- | --- | --- | --- | --- |
| 21 | 29 | -0.3 | -1.4 | -11 |
| 22 | -3 | -0.6 | -2.5 | 7 |
| 23 | 14 | . | -7.9 | 7 |
| 24 | 2 | . | -1.9 | 1 |
| 25 | -1 | 0.6 | -2.3 | 17 |
| 26 | 15 | -0.4 | 0.7 | 9 |
| 27 | 2 | . | -2.1 | 22 |
| 28 | 25 | 0.0 | 0.7 | 7 |
| 29 | 1 | . | -1.4 | 10 |
